rCAG RNA binder = r(CAG) repeat RNA binding. TO-PRO-1 dye displacement fluorescence. inhibition, % at 3 µM. 370,000 tested, 1.3% active. AID 651821;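 active = inhibition above the plate cutoff, the mean of all test compounds on that plate plus 3 SD, cut at about 35% in these data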;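 also: 0% = DMSO alone and 100% = 100 µM mitoxantrone as full dye displacement; higher means more dye released from RNA so lower well fluorescence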
TCR-CD3 inh = blocks the human TCR-CD3 interaction; TAMRA-labeled TCR probe fluorescence, biochemical; inhibition, % at 9.4 µM; 360,000 tested, 0.37% active; AID 651800; in the data active = inhibition above about 19%;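 also: recombinant mutant TCR 2C K166C tagged with TAMRA read by polarization; 0% = receptor in buffer alone and 100% = receptor with positive control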
UHRF1 binding = human UHRF1 methylated DNA binding inhibitors | Q96T88 | UHRF1 binding to methylated oligo, TR-FRET | inhibition, % at 4.4 µM | 370,000 tested, 0.75% active | AID 687016; in the data active = inhibition above about 21%;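 also: UHRF1 SRA domain binding a hemimethylated CpG hairpin DNA probe; 0% = median of test compound wells and 100% = reference inhibitor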
PRMT1 inh = PRMT1 (human) inhibition, primary screen; inhibition, % at 2.79 µM; 370,000 tested, 1.3% active; AID 652257; recombinant PRMT1, activity-based probe fluorescence polarization;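 active = inhibition above about 21% made by adding two undisclosed values, limit read from the data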
MBD2 DNA inh = inhibitors of human MBD2 binding to methylated oligonucleotide; TR-FRET; Q9UBB5; 370,000 tested, 0.31% active; inhibition, % at 4.4 µM; in the data active = inhibition above about 13%
ABHD4 inh = inhibits mouse alpha/beta hydrolase domain 4; Q8VD66; purified mABHD4, FP-Rh probe fluorescence polarization; inhibition, % at 8.92 µM; 370,000 tested, 0.54% active; AID 720543;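 active = inhibition exceeding the mean over every tested compound plus 3 SD, cut at about 30% in these data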;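 also: 0% = plate median of compound wells and 100% = S159A mutant with DMSO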
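Doses – 8.92 µM, single dose · Material – wild-type mouse ABHD4 protein · Replication – single well per compound (singlicate) · Measure – percent inhibition of probe binding, normalized to plate controls · Schedule – 45 min compound pre-incubation plus 60 min probe step, 25 °C · Detection – fluorescence polarization with parallel and perpendicular emission, 525/598 nm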
NPR2 activator = GC-B (human) receptor activation; HEK293-GC-B cells, CNP EC30, cGMP TR-FRET; 0% at EC30 CNP, 100% saturating CNP; P20594; AID 1920062; activation, % at 10 µM; 370,000 tested, 0.11% active;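 active = activation at 10 µM reaching about 35% in either raw or pattern-adjusted values, limit read from the data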
GC-A act = GC-A (human) enzyme activation | HEK293 GC-A cells, cGMP TR-FRET, EC30 ANP; 0% at EC30 ANP, 100% saturating ANP | 370,000 tested, 0.14% active | activation, % at 10 µM; in the data active = activation above about 40%
Target sequence (P16066 whole entry, looked up): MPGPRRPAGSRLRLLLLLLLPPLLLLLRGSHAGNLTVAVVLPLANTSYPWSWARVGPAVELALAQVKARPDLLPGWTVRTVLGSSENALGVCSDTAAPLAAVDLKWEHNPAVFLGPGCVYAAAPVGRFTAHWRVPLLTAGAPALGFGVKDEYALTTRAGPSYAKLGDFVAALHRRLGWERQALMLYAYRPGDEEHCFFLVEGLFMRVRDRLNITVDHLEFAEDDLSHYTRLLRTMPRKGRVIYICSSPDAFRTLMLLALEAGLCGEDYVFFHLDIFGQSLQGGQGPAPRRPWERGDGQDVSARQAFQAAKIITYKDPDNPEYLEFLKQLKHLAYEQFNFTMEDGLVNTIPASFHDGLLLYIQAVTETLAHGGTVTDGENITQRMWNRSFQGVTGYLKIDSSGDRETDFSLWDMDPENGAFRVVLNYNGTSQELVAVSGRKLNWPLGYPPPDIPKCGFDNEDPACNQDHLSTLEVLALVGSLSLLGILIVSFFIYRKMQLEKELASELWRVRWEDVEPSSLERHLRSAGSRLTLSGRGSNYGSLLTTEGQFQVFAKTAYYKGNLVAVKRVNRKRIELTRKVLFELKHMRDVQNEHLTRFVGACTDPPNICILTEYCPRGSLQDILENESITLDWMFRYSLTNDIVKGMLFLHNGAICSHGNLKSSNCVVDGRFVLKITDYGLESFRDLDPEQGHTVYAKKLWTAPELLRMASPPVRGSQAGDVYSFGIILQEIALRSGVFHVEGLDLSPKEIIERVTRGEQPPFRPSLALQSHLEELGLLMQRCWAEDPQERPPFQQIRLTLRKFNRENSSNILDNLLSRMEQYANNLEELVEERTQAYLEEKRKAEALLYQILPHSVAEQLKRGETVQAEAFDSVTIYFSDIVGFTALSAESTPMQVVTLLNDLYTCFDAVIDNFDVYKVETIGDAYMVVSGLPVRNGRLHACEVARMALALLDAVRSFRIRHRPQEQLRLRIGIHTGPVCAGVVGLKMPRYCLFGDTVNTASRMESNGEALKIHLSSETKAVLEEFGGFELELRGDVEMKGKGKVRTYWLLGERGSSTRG
HTRA1 inh = inhibitors of human serine peptidase HTRA1. recombinant HTRA1, FP-rhodamine activity-based probe, fluorescence polarization. inhibition, % at 5.96 µM. 340,000 tested, 0.5% active. AID 504803; in the data active = inhibition above about 36%;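 also: 0% = enzyme with DMSO and 100% = wells lacking enzyme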
SIAE primary = human SIAE inhibition, primary screen; Q9HAT2; SIAE FP-Rh probe binding, fluorescence polarization; inhibition, % at 9.66 µM; 370,000 tested, 0.69% active;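 active = inhibition above a cutoff: mean of compounds within the control limits plus 3 SD of those, cut at about 17% in these data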;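 also: 0% = plate median of compound wells and 100% = probe without SIAE protein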
Numbers without * were called inactive; . = no result given. This is a subset (hit frequency here may not be typical).

SMILES	rCAG RNA binder	TCR-CD3 inh	UHRF1 binding	PRMT1 inh	MBD2 DNA inh	ABHD4 inh	NPR2 activator	GC-A act	HTRA1 inh	SIAE primary
CCOCCn1c(SCCc2ccccc2)nc2c1c(=O)[nH]c(=O)n2C	0	0	1	-1	-1	1	4	-1	-4	0
C=CCn1c(SCC(=O)c2c(N)n(C)c(=O)n(C)c2=O)nc2sc(CC)cc2c1=O	3	10	-1	-4	-1	1	-14	-8	2	-2
O=C(CN1C(=O)COc2ccccc21)N1CCOCC1	2	-2	-1	0	0	1	7	-3	2	-8
COc1ccc(C2C(C(N)=O)=C(C)Nc3nc(-c4ccccc4OC)nn32)cc1OC (stereo unspecified)	2	5	-1	2	-7	-2	0	-2	4	3
COc1ccc(-c2[nH]ncc2CN2CCCCCCC2)c(OC)c1	1	11	-2	-3	0	-3	-2	-9	2	-1
CC(=O)C1=C(C)N(Cc2ccc(F)cc2)C(=S)NC1c1cccc(Cl)c1 (stereo unspecified)	3	3	-1	2	-4	-8	-8	0	.	-4
CC1(C)Cc2cccc(OCC(=O)Nc3ccccc3C(F)(F)F)c2O1	-10	-7	20	-1	5	-6	3	1	3	0
COc1ccc(-c2ccc3c(n2)CCCN3S(=O)(=O)c2cccs2)cc1	4	6	1	-8	-2	-10	7	2	.	-5
O=C(O)c1cccc([N+](=O)[O-])c1C(=O)Nc1ccc2ccccc2c1	4	-1	0	4	-1	2	-4	0	2	21*
CCCCCCCSc1nnc(-c2ccccc2N)c(=O)[nH]1	5	2	-4	-1	-3	-4	1	0	-7	-5
CCCN1CCN(C(=O)c2cc(COc3ccc(F)c(F)c3)on2)CC1	-3	2	-6	2	0	3	1	3	3	5
CC(=O)NC1CCCCN(Cc2cccc(F)c2)C1=O (stereo unspecified)	-1	.	-1	-3	2	5	3	1	.	3
O=C(O)CC1SC(=Nc2ccc(O)cc2)NC1=O (stereo unspecified)	2	3	-3	0	-1	3	-1	3	5	2
COc1ccccc1N1CCN(C(=O)c2cc3c(s2)CCC3)CC1	4	0	2	4	2	0	3	5	0	1
CCOc1ccc(CCNC(=O)COC(=O)c2ccc(Cl)nc2)cc1OCC	-3	11	-4	0	-8	0	4	2	1	4
Cc1nn(C)c(Cl)c1CN1CCN(CCC(C)C)C(CCO)C1 (stereo unspecified)	-7	-3	2	1	-1	3	3	2	4	-1
O=C(CCCN1C(=O)c2ccccc2C1=O)NCCCN1CCOCC1	-1	9	-1	0	-4	1	0	3	-1	1
CCO/N=C(/c1nonc1N)N1CCN(c2ccc([N+](=O)[O-])cc2)CC1	0	2	-3	0	-3	5	-3	2	2	-10
CCOc1ccccc1NC(=O)C1CCN(C(=O)NCc2ccccc2)CC1	-4	3	0	1	1	-2	1	-2	-2	-3
COC(=O)c1ccc(CO/N=C/c2ccc(OC)cc2OC)cc1	-3	6	1	1	-2	-11	3	-1	-23	-6
Cc1cccc(C)c1OCCN1CCCC1	-1	6	1	6	-5	12	3	-4	7	4
Cc1ccc(CN(C)C(=O)COC(=O)CSc2ccc([N+](=O)[O-])cc2)cc1	-4	-6	-1	0	2	4	-3	5	-9	0
COc1ccc(CCNC(=O)C(=O)NCc2ccccc2)cc1OC	1	-10	0	2	7	-10	13	-1	0	9
CC(C(=O)N1CCCC1)c1ccc([N+](=O)[O-])cc1 (stereo unspecified)	-1	1	-5	-1	5	-8	5	-3	2	-1

The closing 5 records of the section before open the next one:
SMILES	rCAG RNA binder	TCR-CD3 inh	UHRF1 binding	PRMT1 inh	MBD2 DNA inh	ABHD4 inh	NPR2 activator	GC-A act	HTRA1 inh	SIAE primary
COC(=O)c1ccc(CO/N=C/c2ccc(OC)cc2OC)cc1	-3	6	1	1	-2	-11	3	-1	-23	-6
Cc1cccc(C)c1OCCN1CCCC1	-1	6	1	6	-5	12	3	-4	7	4
Cc1ccc(CN(C)C(=O)COC(=O)CSc2ccc([N+](=O)[O-])cc2)cc1	-4	-6	-1	0	2	4	-3	5	-9	0
COc1ccc(CCNC(=O)C(=O)NCc2ccccc2)cc1OC	1	-10	0	2	7	-10	13	-1	0	9
CC(C(=O)N1CCCC1)c1ccc([N+](=O)[O-])cc1 (stereo unspecified)	-1	1	-5	-1	5	-8	5	-3	2	-1
O=C(CCc1ccccc1)Nc1ncc2c(n1)CCCC2=O	1	4	-1	-1	2	4	1	1	3	5
CCOC(=O)c1cnc(N2CCN(C(=O)OCC)CC2)[nH]c1=O	-2	-4	2	-4	0	0	2	-1	5	4
Cc1cc(C)n2cc(-c3ccc(Cl)cc3)c(C(=O)O)c2n1	1	-3	2	0	3	4	1	2	-2	4
COc1cc2cnc(C3=CCCCC3)cc2cc1OC	5	-5	-1	0	-2	-1	0	1	-9	8
COc1nc(=O)n(C2OC(CO)C(O)C2O)cc1C (stereo unspecified)	1	1	0	-1	-3	3	3	-4	1	-11
O=C(O)CC/C(=C\c1cc([N+](=O)[O-])ccc1Cl)c1nc2ccccc2s1	25	7	-3	3	-4	-10	-10	-3	-6	-4
Cc1[nH]n(C(N)=S)c(=O)c1N=Nc1ccc([N+](=O)[O-])cc1Cl	5	16	-8	-4	-10	12	0	3	10	3
Fc1ccccc1/C=N/Nc1nn[nH]n1	2	2	-2	2	0	4	-5	-1	5	1
CCCOCc1ccc(O)c2ncccc12	4	-15	-1	0	19*	5	-2	3	31	0
CCC1CCc2sc(C(=O)N(C)CC(=O)Nc3ccc(OC)cc3)cc2C1 (stereo unspecified)	9	-7	0	-3	-5	-10	6	-3	-26	6
CN1CCN(NC(=O)c2cccs2)CC1	-1	-3	-1	5	0	-5	5	-1	-1	0
Cc1nnc2n1N=C(c1ccc3c(c1)NC(=O)CO3)CS2	1	4	3	0	-3	-2	-2	4	.	0
CCOC(=O)C1=C(C)OC(N)=C(C#N)C1c1cc(F)ccc1F (stereo unspecified)	-1	1	0	4	-1	-3	-1	-5	-4	8
CC1=CC(=O)C2(C)C(C)=C(C)C12C (stereo unspecified)	1	1	0	2	-2	5	0	1	1	-2
CCOC(=O)N1C2=NC(C(=O)OC)=C(C(=O)OC)[C@@H]3N(C)c4ccccc4[C@]23C[C@H]1C(=O)OC	-8	4	-2	2	2	3	-4	-1	-6	3
CC(C)CC(NS(=O)(=O)c1ccccc1)C(=O)O (stereo unspecified)	3	13	0	0	-4	1	2	4	5	-2
Cc1ccccc1NS(=O)(=O)c1c(C(=O)N2CCCCCC2)c(C)n(C)c1C	-4	9	0	-3	-2	1	0	-1	-7	0
N#Cc1ccc(S(=O)(=O)Nc2ccccc2N2CCOCC2)cc1	0	-1	-2	-1	-2	-1	2	4	-1	7
CN(C)CCCNc1ncnc2c1c(-c1ccccc1)cn2-c1ccccc1	5	-1	2	-4	0	-2	-4	-12	1	6
NC(=O)c1cc(Cl)ccc1OCC(=O)Nc1ccc2c(c1)OCO2	7	-3	2	7	10	4	-3	-2	2	1
O=C(O)c1cc(NC(=O)c2ccc3c(c2)C(=O)N(Cc2ccccc2)C3=O)cc(C(=O)O)c1	28	-2	3	4	1	5	0	-2	0	2
C(=N\n1cnnc1)/c1nc2ccccc2[nH]1	2	3	-5	0	-2	0	7	-2	-2	-3
CN(C)CCNC(=O)c1cc2cc(Br)ccc2oc1=O	3	1	-5	1	5	4	-2	3	2	2
O=C(COc1ccc(F)cc1F)Nc1cccnc1	0	7	0	2	-2	3	-2	3	-4	2
O=C(O)c1cc(N/N=C/C=C/c2ccccc2)ccc1Cl	23	-2	1	8	2	13	0	-1	3	0
CC(C(=O)Nc1nc2ccccc2[nH]1)N1C(=O)C2CC=CCC2C1=O (stereo unspecified)	8	1	7	2	-1	-4	-6	2	5	-6
CN(C(=O)CSc1nnnn1C)C1(C#N)CCCCC1	2	1	5	-2	5	-3	2	1	-2	3
CN(Cc1ccccc1)CC(O)COc1ccc(CNCc2cccnc2)cc1 (stereo unspecified)	-8	4	1	-1	-2	-1	-3	3	-3	-2
C[C@H](O)[C@@H]1CN2CCc3ccc(N4CCOCC4)cc3[C@@H]2C[C@@H]1N(C)C(=S)NCCc1ccccc1	3	.	-1	4	1	6	-3	-4	.	3
Cc1ccc(NC(=O)c2ccc(-n3cccn3)c([N+](=O)[O-])c2)cc1	4	2	-3	0	-8	-8	-3	0	-8	2
O=c1[nH]c2ccc(N/C(=N/S(=O)(=O)c3ccccc3)c3ccccc3)cc2[nH]1	-1	13	10	-1	3	-7	2	-2	4	1
On1c(-c2ccco2)nc2c1CCc1nonc1-2	6	7	-3	3	-3	5	3	-5	3	-3
NNC(=O)c1cc(-c2ccc(N)cc2)nc2ccc(Br)cc12	21	-2	-2	0	1	40*	4	4	.	3
O=C1NC(c2ccccc2)N=C2Oc3ccccc3C=C12 (stereo unspecified)	6	4	-4	2	-3	1	-8	-4	-3	-4
Cc1ccccc1-c1nnc(SCC(=O)NCc2ccc3c(c2)OCO3)n1C	-2	-2	2	-1	1	-1	4	2	-2	-5
CCCCOc1ccc(C(=O)N/C(=C\c2ccc(OC)cc2)C(=O)OCc2ccco2)cc1	4	0	3	3	3	-18	-4	-3	-63	-15
COc1ccccc1CNC(=O)CCCC(=O)n1nc(C)c2ccccc21	1	5	-1	2	-5	7	-6	-4	0	15
O=S1(=O)CCN(Cc2ccc(F)cc2)CC1	-1	3	0	0	0	4	5	-1	-3	3
CCc1nnc(NC(=O)CCC(=O)N2CCN(c3cccc(Cl)c3)CC2)s1	-3	0	0	-1	1	1	8	-1	3	8
O=C(CC1C(=O)NCCN1Cc1ccc(F)cc1)NC1CCCCCCC1 (stereo unspecified)	-3	-1	3	1	5	9	1	0	-7	1
CSCCC(NC(=O)COc1ccccc1)C(=O)N1CCCC(C(F)(F)F)C1 (stereo unspecified)	-9	8	2	-1	-1	2	-7	0	-1	-2
CCN(CC)C(=O)Oc1ccnc2cc(Cl)ccc12	-4	5	-4	-1	-1	2	3	1	3	2
Cc1n[nH]c(C)c1CCCOc1ccccc1	0	2	-1	-1	-1	-2	3	-2	-3	-2
Cc1ccc(CNC(=O)CCCn2c(=O)c3ccccc3n(CC(=O)NC3CCCC3)c2=O)cc1	0	2	3	-3	5	-1	2	1	2	-1
CCCCNC(=O)C1CCCN1C(=O)Nc1ccccc1 (stereo unspecified)	1	-4	10	2	3	-7	-6	1	2	-1
CC[C@]12c3[nH]c4ccc(Cl)cc4c3CCN1C(=O)[C@@H](CC(=O)NCCN1CCOCC1)C[C@@H]2C(=O)N1CCN(C(=O)C2CC2)CC1	0	-7	0	-1	2	-2	1	3	3	-2
COc1ccccc1COn1c(=O)c(-c2ccco2)[n+]([O-])c2ccccc21	2	-10	-3	3	0	2	.	.	-3	0
O=C1/C(=N\O)Cc2ccccc21	1	5	0	-1	-4	2	1	-3	-2	2
COc1ccc(-c2cnc[nH]2)cc1	-1	-7	-1	0	1	-4	0	-2	4	5
Cc1ccc(C(=O)NNC(=O)COC(=O)COc2ccccc2C#N)cc1	1	-6	1	-3	-5	-12	-3	-3	-3	0
COc1ccc(NC(=O)CSc2nc(O)c(Cc3ccccc3)c(=O)[nH]2)cc1	1	1	0	2	0	6	2	-4	3	-3
Cc1ccc(-n2c(Cc3noc4ccccc34)n[nH]c2=S)cc1	0	5	-3	3	-4	1	1	0	4	2

Source: PubChem
